# Lipid storage S3: qHTS Assay for Lipid Storage Modulators in Drosophila S3 Cells. Drosophila S3 cells, BODIPY lipid droplet fluorescence, 18-24 h; cells fed with added oleic acid. lipid storage change, negative = inhibition, % at the top dose, mostly 46.1 µM; hits show Potency in µM. 0.64% of 320,000 active; active means well fitted inhibition curve with a large enough effect in the signal ratio, with a control signal flat, not every such curve was filed as active; inconclusive means small, poorly fitted or top-dose-only effect, or effect the other way, or a change in a side signal; the % refers to the signal ratio
#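 Laser-scanning cytometry quantifies lipid droplet accumulation (500–530 nm total intensity; droplet/cell object ratio) in oleic acid-fed (400 uM added) Drosophila S3 cells treated with a concentration series. 20 uM Triacsin C defined 100% inhibition.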
# Lipid storage S3 cell count max: also measured in Lipid storage S3; calls as there; cell number change, %; measured here: cell count max response;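 cells counted by Cell Tracker Red CMTPX staining in the red channel; peak over a dose series mostly up to 46.1 µM; percent activity relative to internal control wells on each plate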
# * = called active by the depositor; i = inactive; ? = inconclusive; / = no result given. On the % scale 0 is the no-effect control and ±100 the full control effect; potency means the concentration at half of the fitted maximal effect. Not all compounds are listed; count on the stated rates, not on these rows.
# Values in the order – Lipid storage S3, Lipid storage S3 cell count max
- O=C(C1=C[C@@H](c2ccc(Br)cc2)C[C@@H](OCc2ccc(CO)cc2)O1)N1CCN(Cc2ccccc2)CC1
    -18%, -16
- O=C(NCc1ccc(F)cc1)C1(c2cccs2)CCOCC1
    21%, 4
- COc1ccccc1C1c2[nH]c3ccccc3c2CCN1Cc1cnc(C)s1 (stereo not drawn)
    -2%, -19
- COc1ccc(CC(NC(C)=O)C(=O)NC2CCN(C(=O)Nc3ccc(Cl)cc3)CC2)cc1OC (stereo not drawn)
    i, -20
- O=C(CN1CCC(c2nc3ccccc3[nH]2)CC1)Nc1ccc2c(c1)OCO2
    ?, /
- COc1ccc(Nc2cc(O)c3ncccc3c2)cc1
    -3%, -18
- COc1ccccc1N1C(=O)CC(Sc2nccc(C)n2)C1=O (stereo not drawn)
    ?, /
- CC(C)Sc1nc2ccccc2n1CC(N)=O
    ?, /
- Cc1nc(SCC(=O)NCc2ccco2)c2c(C)c(C)sc2n1
    ?, /
- CCN(CC)C(=S)Oc1ccc(Cl)cc1Cl
    -13%, -1
- O=S(=O)(O/N=C1\CCCc2ccccc21)c1ccccc1
    ?, /
- Cc1ccc(-c2csc3ncnc(OCC(=O)NC(=O)NCc4ccco4)c23)cc1
    6%, -23
- c1ccc(-n2ncc3c(N4CCN(c5ccccn5)CC4)nc(N4CCOCC4)nc32)cc1
    ?, /
- Cc1nc2ccccc2n1C(=O)c1cc(-c2ccc(Br)cc2)nc2ccccc12
    ?, /
- COc1ccc(OCc2cc(C(=O)NC(C)Cn3cncn3)no2)c(Cl)c1 (stereo not drawn)
    ?, /
- Cc1ccc(/C=[N+](/[O-])C2SC(=S)N(C)C2(C)C)cc1 (stereo not drawn)
    ?, /
- c1ccc(C2=NNC(c3ccco3)=Nc3ccccc32)cc1
    -24%, -1
- Cc1cc(OCC(=O)Nc2cccc(S(=O)(=O)N3CCCC3)c2)ccc1Cl
    ?, /
- CC1CCCCN1CC(O)COCc1ccccc1 (stereo not drawn)
    5%, 3
- O=C(Nc1ccc(N2CCOCC2)c(Cl)c1)c1cccc(-n2cnnc2)c1
    -23%, 1
- CCC(=O)NC(c1cc(Cl)c2cccnc2c1O)C1CC1 (stereo not drawn)
    ?, /
- CCOC(=O)c1[nH]c2ccc(Br)cc2c1NC(=O)CCN1CCC(C(=O)OCC)CC1
    i, /
- Cc1ccc(NC(=O)NCC2CCN(Cc3cccc(Cl)c3)CC2)cc1Cl
    ?, /
- CCOC(=O)c1sc(NC(=O)CSc2nc3c(c(-c4ccc(OC)cc4)c2C#N)CCCC3)c(C#N)c1C
    0%, 16
- CC1CCCC(NC(=O)CCn2c(=O)oc3ccccc32)C1C (stereo not drawn)
    ?, /
- COc1cccc(C2C(C#N)=C(N)Oc3cc(C)oc(=O)c32)c1OC (stereo not drawn)
    ?, /
- CC(C)C1OC(c2cccc(NC(=O)c3cccs3)c2)OCC1(C)C (stereo not drawn)
    ?, /
- CN1CCN(CC(O)c2ccccc2)CC1 (stereo not drawn)
    ?, /
- CSc1cccc(NC(=O)NNC(=O)C2CCN(S(=O)(=O)N(C)C)CC2)c1
    12%, -9
- Cc1ccc(NC(=S)N/N=C/c2c(C)[nH]c3ccccc23)cc1
    14%, -18
- CC(=O)Oc1ccc2c(=O)c(-c3ccccc3)c(C)oc2c1
    -1%, 6
- CCC1(C)Cc2ccccc2-c2nc(NCCCO)n(-c3ccccc3)c(=O)c21 (stereo not drawn)
    0%, -6
- CC(C)(C)OC(=O)N[C@@H](Cc1ccccc1)C(=O)NCC1CCC(C(=O)O)CC1 (stereo partly drawn)
    ?, /
- COc1ccc(NC(=O)NCCCN2CCCCC2C)cc1 (stereo not drawn)
    2%, 3
- O=C(CC(c1ccccc1)c1cc(Br)ccc1O)N1CCCC1 (stereo not drawn)
    ?, /
- CCOC(=O)[C@@H]1[C@H]2COc3ccccc3[C@@H]2N2C(=O)N(c3cccc(Cl)c3)C(=O)[C@@]12C
    ?, /
- Cc1cccc(N2C(=O)CC(Sc3ccccc3C(=O)O)C2=O)c1 (stereo not drawn)
    -8%, -12
- COc1ccc(C(=O)Cn2c(NCCO)nc3ccccc32)cc1OC
    13%, -1
- COCc1ccc(C(=O)N2CCCC(Nc3ccc(C(C)C)cc3)C2)s1 (stereo not drawn)
    -8%, -23
- c1ccc2c(-c3nn[nH]n3)cccc2c1
    -11%, 78
- O=C(COC(=O)c1ccc(F)cc1F)Nc1ncccn1
    ?, /
- Cc1ccc(C)c(NC(=O)CSc2nnc(CCNC(=O)OC(C)(C)C)o2)c1
    ?, /
- COC(=O)C(C)Sc1nc2c(cnn2-c2ccc(Cl)cc2)c(=O)[nH]1 (stereo not drawn)
    i, -6
- Cc1ccc(S(=O)(=O)N(C)C)cc1NC(=S)NNC(=O)C1CC1
    ?, /
- Cc1nnc(Sc2cc(C(=O)NCCCN(C)Cc3ccccc3)c3ccccc3n2)s1
    9%, -7
- CCSc1nnc(NC(=O)C2C3C=CC(C3)C2C(=O)O)s1 (stereo not drawn)
    ?, /
- Nc1ccccc1Nc1cc(-c2cccc(Cl)c2)nn1-c1ccccc1
    -12%, -14
- N#C/C(=C\c1cc([N+](=O)[O-])c(N2CCOCC2)cc1N1CCOCC1)c1nc2ccccc2[nH]1
    i, /
- Cc1cccc(NC(=O)CCSc2ccccc2)c1C
    14%, -13
- Cc1cc2cc(CNC(=O)c3ccc(S(=O)(=O)N4CCCCC4)cc3)ccc2n1C
    ?, /

# (list continues)
# Values in the order – Lipid storage S3, Lipid storage S3 cell count max
- CC(C)(C)c1ccc(C(=O)OCC(=O)N2CCC(c3ccccc3)=N2)cc1
    ?, /
- Cn1cc(C(=O)c2ccc(Cl)cc2Cl)cc1C(=O)N/N=C(\N)COc1ccc(F)cc1
    ?, /
- Cc1[nH]n(-c2ccccc2)c(=O)c1C(=O)Nc1ccccc1
    ?, /
- NNC(=O)C1CC1(c1ccccc1)c1ccccc1 (stereo not drawn)
    3%, 11
- Cc1cccc(C)c1NC(=O)c1cccnc1
    6%, 5
- Cc1ccc(C)c(Nc2nc(-c3cccnc3)cs2)c1
    12%, 3
- COc1ccc(NC(=O)CCC(=O)c2cccs2)c(OC)c1
    ?, /
- COc1ccc(Cl)cc1NC(=O)Cn1nnc(C(=O)NCc2ccc3c(c2)OCO3)c1N
    ?, /
- CC(C)Cn1c(/C=C/c2ccco2)nc2ccccc21
    ?, /
- CCN1CCN(c2nc3ccccc3nc2C(C#N)C(=O)OC2CCCCC2)CC1 (stereo not drawn)
    ?, -1
- Cc1ccc(SCC(=O)NCCc2ccccc2)cc1
    ?, /
- CCC(=O)Nc1nnc(SCC(=O)NCc2ccc3c(c2)OCO3)s1
    3%, 21
- CCN1CCN(c2ccc(S(=O)(=O)N3CCCCC3)cc2NC(=O)c2ccc([N+](=O)[O-])o2)CC1
    ?, /
- Cc1nnc(SCC(=O)NNC(=O)COc2ccc(Cl)cc2)n1C
    ?, /
- COc1ccccc1NC(=O)CCCCCN1C(=O)c2cccc3cccc(c23)C1=O
    -14%, -13
- CCc1ccc(NC(=O)Cn2ncn3c(cc4ccccc43)c2=O)cc1
    ?, /
- COc1ccc(CNC(=O)c2csc3c2CCCC3)cc1
    ?, /
- COCCCNC(=S)N(CCO)Cc1cc2cc3c(cc2[nH]c1=O)OCO3
    ?, /
- C=CCn1c(C)cc(C(=O)CSc2nnc(Cc3ccccc3)o2)c1C
    19%, -11
- COCCNC(=O)c1ccc(Cn2c(=S)[nH]c3cc4c(cc3c2=O)OCO4)cc1
    15%, -2
- COCCn1cnnc1SCC(=O)Nc1ccccc1C(=O)Nc1ccc2c(c1)OCO2
    ?, /
- CS(=O)(=O)N1CCCC(C(=O)NCc2ccccn2)C1 (stereo not drawn)
    4%, -1
- CC1(C)C2CCC1(CS(=O)(=O)Nc1ccccc1)C(=O)C2 (stereo not drawn)
    -22%, -23
- CCCCC(=O)OCC(=O)c1cc(C)n(-c2c(C)n(C)n(-c3ccccc3)c2=O)c1C
    ?, /
- Cc1cccc(NC(=O)C(=O)NCC2CCCN2S(=O)(=O)c2ccccc2)c1 (stereo not drawn)
    -5%, 30
- CCOC(=O)c1cnc(SC)nc1Oc1cccc(NS(=O)(=O)c2ccc(F)cc2)c1
    ?, /
- COc1ccc(Cc2cc(-c3ccc(F)cc3)n[nH]c2=O)cc1
    ?, /
- O=C(Nc1cccnc1Oc1ncnc2cc(Cl)ccc12)c1ccc(F)cc1
    7%, 25
- CCOC(=O)C(C)Sc1nnc(Cn2c(=O)sc3ccccc32)n1-c1ccccc1 (stereo not drawn)
    ?, /
- Cc1ccc2c(C(=O)CNc3nncs3)c(C)[nH]c2c1
    6%, 4
- O=S(=O)(c1ccc2c(c1)CCC2)N1CCNCC1
    ?, /
- Cc1cccc2nc(-c3cccnc3)c(NCCC(C)C)n12
    ?, /
- COc1cccc2c1N1C(=O)c3c(C(=O)O)cccc3C1CC2(C)C (stereo not drawn)
    ?, /
- CC(OC(=O)Cc1ccccc1F)C(=O)Nc1ccc(Cl)cn1 (stereo not drawn)
    ?, /
- COc1ccc(/C=C/c2c([N+](=O)[O-])c(=O)n(C)c(=O)n2C)cc1O
    ?, /
- CCN(C(=O)CSc1cc(-c2ccccc2)c2ccc(OC)cc2n1)C1CCS(=O)(=O)C1 (stereo not drawn)
    -2%, 1
- COc1ccccc1N(CC(=O)NCCc1ccccc1)C(=O)CCC(=O)Nc1ccccn1
    ?, /
- CCCCCOC(=O)Nc1nnc(CCC)s1
    ?, /
- Cc1ccc(NC(=O)CCn2cnc3ccccc3c2=O)c(C)c1
    ?, /
- O=C(/C=C/c1ccc2ccccc2n1)c1cc(Cl)ccc1O
    ?, /
- OCCNC(=S)Nc1ccc(Cl)c(Cl)c1
    2%, -12
- CCC(C)NC(=O)CO/N=C/c1ccc(C(=O)OC)cc1 (stereo not drawn)
    ?, /
- COc1ccc(/C=C2\SC(=O)N(CC(=O)NN3CCN(C)CC3)C2=O)cc1OC
    19%, 5
- CN(C)c1ccc(-c2nc3ccccn3c2/N=C/c2ccc(Br)cc2)cc1
    ?, /
- CC1CCC(NC(=O)Cn2ncc3ccccc32)CC1 (stereo not drawn)
    ?, /
- Cc1cccc(CN2CCN(Cc3ccc(-n4cccn4)cc3)CC2CCO)n1 (stereo not drawn)
    7%, 15
- O=c1cc(N2CCOCC2)[nH]c(=O)n1Cc1ccc(F)cc1
    ?, /
- CCCCCCCNC(=O)c1ccc(N2CCC3(CC2)OCCO3)c([N+](=O)[O-])c1
    ?, /
- COc1ccc(S(=O)(=O)N2CCN(C(=S)NCC3CCCO3)CC2)cc1OC (stereo not drawn)
    1%, 4
- CCOC(=O)c1c(NC(=O)CSc2nnc(N)s2)sc(C)c1-c1ccc(C)cc1
    ?, /

# Later entries
# Values in the order – Lipid storage S3, Lipid storage S3 cell count max
- CC(C)(C)NC(=O)CN1CCC(NC(=O)C23CC4CC(CC(C4)C2)C3)CC1
    -1%, 2
- CCCOc1cccc(-c2nnc(N)s2)c1
    -6%, -24
- CN(C)c1cccc(C(=O)Nc2ccc3nc4n(c(=O)c3c2)CCCCC4)c1
    -15%, -7
- Cc1cc(O)ccc1N/C=C/c1onc(C)c1[N+](=O)[O-]
    0%, 10
- CN(C)CCCNc1cc(C(C)(C)C)nc2c(-c3ccc(Cl)cc3)cnn12
    ?, /
- CCOC(=O)CN1C(=O)NC(C)(c2ccc(OC(F)F)cc2)C1=O (stereo not drawn)
    ?, /
- COC(=O)c1ccc(OS(=O)(=O)N(C)C)cc1
    -21%, -2
- Nc1nnnn1/N=C/c1cccc(Oc2ccccc2)c1
    i, 16
- Cc1ccc(OS(=O)(=O)c2ccc(-c3csc(C)n3)s2)c(C)c1
    ?, /
- C[C@H](NC(=O)c1[nH]cnc1C(=O)Nc1cccc(Cl)c1)c1ccccc1
    ?, /
- O=S(=O)(NCc1ccccc1Br)c1cccs1
    17%, /
- CC(=O)c1cccc(Nc2cc(C)nc3c(C)cc(C)cc23)c1
    ?, /
- CCN(C(=O)C1CCN(S(=O)(=O)c2cccc3nonc23)CC1)c1ccccc1
    ?, /
- COC(=O)c1ccc(CN2CCc3ccccc32)cc1
    6%, -10
- Cn1nc(C(=O)NNc2c(F)c(F)cc(F)c2F)c2ccccc2c1=O
    ?, /
- CCN(CC)CCC(O)(c1ccccc1)C1CCCCC1 (stereo not drawn)
    4%, 3
- COc1ccccc1NC(=O)CN(c1ccccc1C)S(C)(=O)=O
    7%, -16
- Cc1cccc(NC(=O)c2oc3c(c2C)C(=O)CC(C)(C)C3)n1
    ?, /
- COCCN=c1scc(-c2cc(OC)ccc2OC)n1/N=C/c1c[nH]c2ccccc12
    ?, /

# Screening data deposited in PubChem by National Center for Advancing Translational Sciences (NCATS).
